# HUVEC inhibit: human endothelial cell proliferation inhibition. HUVEC proliferation, CellTiter-Glo luminescence, 72 h; hits give low values. viability, % at 10 µM (by protocol). 86,000 tested, 1.1% active;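 active means viability at or below 30%; inactive means viability above 30%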;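 further: 100% = median luminescence of DMSO-only cell control wells on each plate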
# E coli WT exp: blocks growth of wild type E. coli BW25113; OD600 absorbance; growth inhibition, % at 100 µM; 98,000 tested, 0.15% active;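 active means growth inhibition above about 50% at one test dose, limit read from the data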;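 further: growth measured after 20 h incubation at 37 °C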
# S1P2 agonist: agonists of human S1P2 receptor | O95136 | S1P2-expressing cell line, agonist reporter read-out | activation, % at 4.5 µM | 97,000 tested, 0.46% active | AID 729; in the data active means activation above about 16%;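 further: 0% = vehicle low control and 100% = maximal reference agonist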
# Target sequence (O95136 whole entry, looked up): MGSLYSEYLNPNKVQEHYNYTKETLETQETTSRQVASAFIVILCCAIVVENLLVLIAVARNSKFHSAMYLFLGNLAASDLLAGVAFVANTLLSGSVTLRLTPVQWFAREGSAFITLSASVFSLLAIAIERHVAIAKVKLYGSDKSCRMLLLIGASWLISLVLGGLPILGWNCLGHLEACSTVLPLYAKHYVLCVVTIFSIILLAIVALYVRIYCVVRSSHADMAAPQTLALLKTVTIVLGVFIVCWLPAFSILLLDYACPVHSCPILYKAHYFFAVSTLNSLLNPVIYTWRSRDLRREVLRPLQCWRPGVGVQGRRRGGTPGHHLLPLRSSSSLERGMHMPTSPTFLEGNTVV
# PostGolgi yeast: growth inhibition of a yeast mutant, post-Golgi transport screen | 98,000 tested, 0.9% active | AID 739 | post-Golgi transport phenotypic cell assay | inhibition, % at 10 µM;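 further: yeast cells grown in 1536-well plates; yeast grown about 18 h at 30C before absorbance read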
# Lung fibro prol: blocks proliferation of human lung fibroblasts; LL 47 human lung fibroblast viability, ATP luminescence; hits give low values; AID 719; viability, % at 10 µM; 85,000 tested, 1.1% active;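 active means viability at or below 50% in the single dose screen; inactive means viability above 50%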;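 further: compound exposure lasted 72 h before the ATP readout; 100% = median luminescence of untreated cell-only wells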
#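 Benchmarks: Cell-only wells, no compound | Test system: LL 47 human lung fibroblasts, passage 12 or lower | Input: 1,150 cells/well | Measured by: CellTiter-Glo luminescence measuring cellular ATP | Medium: IMEM, 15% FBS supplement | Schedule: Overnight attachment after seeding, then 72 h compound exposure at 37 °C | Doses: Compound addition at 0.1% DMSO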
# hDAT+cocaine: changed human dopamine transporter uptake under cocaine IC80; Q01959; LLC-PK1 hDAT cells, [14C]-dopamine uptake with cocaine IC80; actives deviate in either direction; B-score at 10 µM; 110,000 tested, 1.3% active;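 active means Z score or B-score, a plate-position-corrected score, falls beyond the plate's 99.7% confidence bounds, in either direction; inactive means both scores lie inside the 99.7% bounds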;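 further: scored against the spread of the other compound wells on the same plate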
# Target sequence (Q01959 whole entry, looked up): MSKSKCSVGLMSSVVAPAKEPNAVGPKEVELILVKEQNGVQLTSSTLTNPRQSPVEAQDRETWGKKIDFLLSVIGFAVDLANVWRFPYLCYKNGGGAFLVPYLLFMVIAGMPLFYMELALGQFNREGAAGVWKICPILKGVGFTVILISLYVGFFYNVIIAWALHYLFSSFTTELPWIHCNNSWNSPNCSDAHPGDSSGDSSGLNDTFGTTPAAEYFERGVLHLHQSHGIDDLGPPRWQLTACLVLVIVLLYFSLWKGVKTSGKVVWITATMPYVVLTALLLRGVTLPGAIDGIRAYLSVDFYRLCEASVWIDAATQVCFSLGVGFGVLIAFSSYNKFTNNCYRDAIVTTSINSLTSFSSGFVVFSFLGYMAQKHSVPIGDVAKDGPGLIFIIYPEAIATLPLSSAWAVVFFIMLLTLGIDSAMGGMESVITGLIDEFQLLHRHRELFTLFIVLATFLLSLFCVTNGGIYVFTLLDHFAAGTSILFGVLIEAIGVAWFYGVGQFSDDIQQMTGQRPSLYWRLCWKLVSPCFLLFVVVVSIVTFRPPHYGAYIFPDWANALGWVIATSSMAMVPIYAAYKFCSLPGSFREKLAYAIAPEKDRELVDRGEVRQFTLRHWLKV
# H69AR inhibit: growth inhibitors of human H69AR lung tumor cells; H69AR lung tumor viability, ATP luminescence, 72 h; hits give low values; viability, % at 10 µM; 85,000 tested, 6% active; AID 598;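 active means viability at or below 40%; inactive means viability above 40%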;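 further: multidrug resistant small cell line overexpressing MRP-1 efflux transporter; 100% = mean luminescence of untreated control wells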
# S1P2 blocker: antagonists of human S1P2 receptor | O95136 | cell-based S1P2 antagonist assay, inhibition at 5 uM | inhibition, % at 5 µM | 97,000 tested, 0.21% active | AID 736; in the data active means inhibition above about 45%;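 further: CRE beta-lactamase reporter cells expressing human S1P2 stimulated with S1P; 0% = agonist at EC80 alone and 100% = agonist plus reference antagonist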
# PostGolgi ctrl: inhibits growth of the yeast control strain. efflux-deficient yeast background strain, growth absorbance A615, 16 h. inhibition, % at 10 µM. AID 738. 98,000 tested, 5% active
# Numbers without * were called inactive; . = not tested or not shown. Unless noted, no stated cut-off is given here; in the data, active means inhibition above about 30%; inactive means the rest.
SMILES,HUVEC inhibit,E coli WT exp,S1P2 agonist,PostGolgi yeast,Lung fibro prol,hDAT+cocaine,H69AR inhibit,S1P2 blocker,PostGolgi ctrl
Cc1ccc(S(=O)(=O)N(CC(=O)N2CCN(c3ccc(F)cc3)CC2)C2CCCCC2)cc1,99,-6,-7,-8,94,1,73,5,13
O=C(COC(=O)CSCC(=O)N1CCCCC1)NCc1ccc(F)cc1,97,3,-6,-2,.,-0.32,103,2,4
Cn1ccnc1-c1nc2ccccc2[nH]c1=O,91,5,-5,7,88,0.96,95,11,0
Cc1ccc(CN(Cc2cc3cccc(C)c3[nH]c2=O)C(=O)N(C)C)cc1,98,.,.,.,98,0.0081,88,.,.
Cc1noc(NS(=O)(=O)c2ccc(NC(=O)CSc3nc4ccccc4[nH]3)cc2)c1C,102,7,-3,-2,103,1.1,105,-34,37*
Cc1noc(C)c1S(=O)(=O)N1CCN(C(c2ccccc2)c2ccc(Cl)cc2)CC1 (configuration not stated),111,-9,-2,-4,91,-0.0014,96,15,-3
C=CCNC(=O)c1onc(CSc2ccccc2CC)c1C(=O)O,.,-5,-9,-3,.,-0.098,.,-15,2
CCn1cnc2cc(NCc3cccc(OC)c3O)ccc21,95,10,-5,2,105,0.68,86,-4,10
COC(=O)c1ccc(Oc2ccc3nnc(C)n3n2)cc1,100,0,-3,18,107,-0.89,102,6,-4
CCOC(=O)c1c2c(n(C)c1C)C(=O)C(=O)c1ccc(Br)cc1-2,3.3*,.,-5,.,3.0*,-0.5,1.6*,-4,.
CCC(=O)N(Cc1cc2ccc(C)cc2n2nnnc12)C1CCCCC1,95,.,-2,.,95,0.74,64,-10,.
O=C(Cn1cc([N+](=O)[O-])cn1)N1CCc2ccccc21,.,-9,-5,0,.,0.35,.,3,16
O=C(CC(C(=O)O)C1CCCO1)Nc1cccc(C(F)(F)F)c1 (configuration not stated),89,5,-3,-5,106,-1.2,91,4,18
COCCOC(=O)c1c(NC(=O)CN2CCOCC2)sc(C(N)=O)c1C,92,3,-10,6,96,1.9,87,1,-5
COc1ccc(S(=O)(=O)NC2CCCCC2)cc1C,107,2,-6,-1,97,0.32,95,10,18
Cc1ccc(C(=O)NCc2ccc3c(c2)OCO3)cc1S(=O)(=O)N1CCCCC1,87,-23,-4,-1,100,0.64,85,18,26
CCc1ccc(C2=NN(c3ccc(S(N)(=O)=O)cc3)C(c3ccc(F)cc3)C2)cc1 (configuration not stated),.,-11,17*,18,.,0.21,.,-4,91*
Fc1ccc(CSc2nnc(-c3cnccn3)n2Cc2ccco2)cc1,105,1,-4,7,93,0.78,79,-13,16
O=C(Cn1cnc2cc([N+](=O)[O-])ccc2c1=O)Nc1ccc2c(c1)CCC2,.,-2,-2,6,.,0.27,.,-6,-9
CCOC(=O)c1cnn(-c2ncnc3sc4c(c23)CCC4)c1N,89,-9,-3,2,88,0.23,74,-5,4
Cc1cccc(NCc2nc3ccccc3n2C)c1,88,3,-6,-6,93,0.94,83,-21,5
Cc1nc(SCc2cccc(Oc3ccccc3)c2)n[nH]1,108,9,-8,0,92,-0.22,102,-1,36*
CCCC1Cc2nc(N3CCCCC3)c(C#N)cc2CO1 (configuration not stated),110,2,3,-5,99,-1.4,93,-22,11
N#CCc1nn(-c2ccccc2)c(N)c1C#N,.,8,-2,-3,.,0.049,.,13,7
COc1ccccc1-c1nnc(SCC(=O)Nc2ccccc2)o1,93,-3,-3,8,102,0.62,92,17,29
O=C(NC1CCCC1)c1csc2c1CCCC2,90,1,-9,-5,110,0.3,95,12,3
CCOc1nc(C)nc(NC(=O)NS(=O)(=O)c2ccccc2Cl)n1,112,9,-2,-3,108,.,100,-7,10
O=C(NCC(c1cccnc1)N1CCN(c2ccc(F)cc2)CC1)OCc1ccccc1 (configuration not stated),97,7,-1,59*,97,1.5,92,-7,25
CCN(CC)CCn1c(O)c(N=O)c2ccccc21,99,1,-3,0,106,-0.016,98,-8,-10
Cc1cccc(NC(=O)Nc2cccc(Oc3c(F)c(F)c(F)c(F)c3F)c2)c1,84,-5,-8,-3,50*,-0.4,8.1*,18,7
Cc1cc(Oc2ccc(Cl)cc2)nc(-c2ccccc2O)n1,106,-10,-1,-5,95,-1.7,72,11,-9
O=C(CSc1nnnn1-c1cccc2c1CCCC2)N1CCCCC1,87,.,-1,.,96,-0.047,40*,-16,.
CCOC(=O)C(CCCOc1ccc(C(C)CC)cc1)C(=O)OCC (configuration not stated),88,-2,-3,-16,103,-0.38,82,-13,2
O=C(C(c1ccccc1)c1ccccc1)N1CCCc2ccccc21,81,.,-6,.,85,-1.8,58,-14,.
O=C1CN(c2ccc(Br)cc2)C(=O)N1CC(=O)N1CCCc2ccccc21,82,-12,0,1,100,-0.5,88,3,7
CC1Cc2cc(/C(O)=C3/C(=O)C(=O)N(CCN4CCOCC4)C3c3cccc(Cl)c3)ccc2O1 (configuration not stated),64,-9,-5,-1,98,-0.27,93,7,3
Cc1ccc(C(=O)NC(=S)Nc2ccc(S(=O)(=O)N3CCN(C)CC3)cc2)cc1,.,6,-3,4,.,.,.,8,0
O=C(CN(CC1CCCO1)S(=O)(=O)c1ccc(S(=O)(=O)NC2CC2)cc1)Nc1ccccc1 (configuration not stated),91,-3,-3,4,97,0.057,55,-15,-10
C=CCn1c(=O)c2c(nc(Br)n2Cc2ccccc2Cl)n(C)c1=O,100,-5,-3,-1,84,1.8,54,10,7
CCOC(=O)c1ccc(NC(=O)CCc2c(C)nc3ncnn3c2C)cc1,94,12,-4,0,109,1.5,84,8,-10
CCCc1nnc(NC(=O)CN2C(=O)C3C4C=CC(C4)C3C2=O)s1 (configuration not stated),105,-3,-8,0,95,-0.56,86,-15,-1
CNC(=O)c1cc2c(s1)CCCCCC2,.,7,-1,1,.,1.5,.,6,10
O=C(O)c1sccc1Oc1ccc(F)cc1[N+](=O)[O-],87,-4,-6,-4,100,0.084,93,13,7
COc1ccc(-n2ncc3c(NCc4ccc5c(c4)OCO5)ncnc32)cc1,66,-6,.,2,68,0.84,6.2*,.,5
Cc1cc(=O)n2cc(-c3ccccc3)nc2[nH]1,.,-2,-3,-8,.,0.065,.,5,4
CCCCCNC1=CC(=O)CC(c2ccccc2)C1 (configuration not stated),.,-1,-1,-7,.,-0.39,.,9,2
O=C(NCCC1=CCCCC1)C1CCN(S(=O)(=O)c2cccc3nonc23)CC1,83,-9,-1,0,93,-0.37,85,-7,4
CCCCC(=O)Nc1nc2ccc3nc(C)sc3c2s1,80,-4,1,1,98,-0.18,74,-44,45*

# PostGolgi ctrl, entries above that show a hit.
SMILES,S1P2 agonist,hDAT+cocaine,S1P2 blocker,PostGolgi ctrl
Cc1noc(NS(=O)(=O)c2ccc(NC(=O)CSc3nc4ccccc4[nH]3)cc2)c1C,-3,1.1,-34,37*
CCc1ccc(C2=NN(c3ccc(S(N)(=O)=O)cc3)C(c3ccc(F)cc3)C2)cc1 (configuration not stated),17*,0.21,-4,91*
Cc1nc(SCc2cccc(Oc3ccccc3)c2)n[nH]1,-8,-0.22,-1,36*
CCCCC(=O)Nc1nc2ccc3nc(C)sc3c2s1,1,-0.18,-44,45*

# Other entries
SMILES,HUVEC inhibit,E coli WT exp,S1P2 agonist,PostGolgi yeast,Lung fibro prol,hDAT+cocaine,H69AR inhibit,S1P2 blocker,PostGolgi ctrl
COc1ccc(Cl)cc1NC(=O)C12CCC(C)(C(=O)O1)C2(C)C (configuration not stated),98,-1,-7,1,88,-0.5,81,10,13
O=C(NCc1ccc(N2CCCC2=O)cc1)Nc1cccc(Cl)c1,94,-7,-3,2,97,0.016,91,7,-5
Cc1nc2sc(C(c3cccc(F)c3)N3CCCCC3)c(O)n2n1 (configuration not stated),89,1,-6,-2,96,0.59,80,4,7
CS(=O)(=O)N(CCc1ccccc1)CC(=O)N1CCCCC1,95,5,-2,-2,104,1.8,92,6,-7
COc1ccc(-n2c(CNc3ccc(C)cc3)nnc2SCC(=O)Nc2nc(-c3ccccc3)cs2)cc1,.,-1,0,-6,.,1.1,.,4,-4
O=C(O)CCCC(=O)N1CC(=O)Nc2ccccc21,110,-4,-4,0,96,-0.72,101,6,15
O=C(N1CCOCC1)N1CCCN(C(=O)N2CCOCC2)CC1,92,-3,2,-1,100,0.31,36*,-23,9
CCS(=O)(=O)N1CCN(c2ccccc2F)CC1,112,1,-8,4,104,0.28,93,-11,4
CC(=O)c1cccc(NC(=O)c2c(F)c(F)c(F)c(F)c2F)c1,92,0,.,-7,97,-0.93,58,.,5
Cc1ccc(NC(=O)c2ccc(Cl)c(N3C(=O)C=CC3=O)c2)cc1,.,9,-4,-7,.,-0.0099,.,7,4
CCC(c1nnc(SCC(=O)Nc2nnc(-c3ccccc3)o2)n1Cc1ccccc1)N(C)C (configuration not stated),83,7,-2,16,96,1.2,103,-12,-2
CC1=C(C(=O)OCc2ccc3c(c2)OCO3)C(c2ccc(F)cc2)NC(=O)N1 (configuration not stated),.,1,-4,-8,.,-0.36,.,28,11

# Arranged by the number under PostGolgi ctrl (high to low): 3 of the compounds above.
Molecule | PostGolgi ctrl
N#CCc1nn(-c2ccccc2)c(N)c1C#N | 7
COc1ccc(-n2ncc3c(NCc4ccc5c(c4)OCO5)ncnc32)cc1 | 5
CCOC(=O)c1ccc(NC(=O)CCc2c(C)nc3ncnn3c2C)cc1 | -10

# Next part
SMILES,HUVEC inhibit,E coli WT exp,S1P2 agonist,PostGolgi yeast,Lung fibro prol,hDAT+cocaine,H69AR inhibit,S1P2 blocker,PostGolgi ctrl
O=C(Nc1ccccc1Cl)C1CCCN(S(=O)(=O)c2ccc(F)cc2)C1 (configuration not stated),103,2,3,4,105,-0.36,90,4,8
CC(=O)c1c(C)n(-c2ccccc2)c2ccc(OCC(O)CN3CCOCC3)cc12 (configuration not stated),101,1,-7,-5,90,0.17,68,-13,7
CCOC(=O)c1ccccc1NC(=O)c1cc(S(=O)(=O)N2CCOCC2)ccc1F,109,-7,-6,-4,.,-0.16,81,-21,15
Cc1nc(N)sc1C(=O)N/N=C/c1c[nH]c2ccccc12,.,-2,-8,15,.,-0.2,.,19,1
COC(=O)c1cc(NC(=O)CCc2c(C)nc3ncnn3c2C)cc(C(=O)OC)c1,94,-5,2,9,101,0.42,75,-6,7
O=C(c1cc(-c2ccc(Cl)cc2Cl)on1)N1CCOCC1,95,-6,-5,-8,94,0.54,88,-7,1
CC1Cc2ccccc2N1S(=O)(=O)c1cnc[nH]1 (configuration not stated),98,0,.,1,107,-0.097,97,.,0
Cc1nn(C(CC(=O)O)C(=O)O)c(C)c1Br (configuration not stated),88,.,-3,.,94,-0.35,89,-9,.
Cc1cc(C(F)(F)F)nc(Nc2nc(C)c3ccccc3n2)n1,92,-4,-4,1,92,-0.17,101,-4,-8
CC(C)CC(NC(=O)C(CC(C)C)NC(=O)OC(C)(C)C)C(=O)O (configuration not stated),98,1,-2,2,98,0.67,98,-10,2
O=C(Nc1ccc2c(c1)OCCO2)C1CCCN(S(=O)(=O)c2cccc3nsnc23)C1 (configuration not stated),63,9,-5,17,90,0.18,72,-14,10
Cc1ccc2nc(C)cc(Nc3ccc4c(c3)OCCO4)c2c1,.,13,1,6,.,-0.47,.,-3,-5
Cc1nn(-c2ccccc2)c(C)c1/C=N\N1CCN(c2ccc(Cl)cc2)CC1,.,-14,-7,66*,.,-0.69,.,7,47*
CC1CC(C)CN(CCCNC(=O)c2ccc(CS(=O)(=O)Cc3ccccc3F)o2)C1 (configuration not stated),111,-6,-3,21,103,-0.92,89,8,-3
CCOC(=O)C1=C(c2ccccc2)N=C2SCC(=O)N2C1c1ccc(O)c(OC)c1 (configuration not stated),101,6,-3,14,100,0.87,68,-3,2
CCOC(=O)C1CCN(C(=O)COc2ccc(S(=O)(=O)NC(C)C)cc2Cl)CC1,.,5,3,0,.,-0.46,.,16,27

# Screening data from PubChem BioAssay.
